# Smad3 inh: Smad3/FoxH1 peptide binding inhibitors, primary screen, biochemical, TR-FRET | inhibition, % at 25 µM | TR-FRET Smad3/Dy647-FoxH1 peptide binding, europium anti-His | 0.29% of 88,000 active | Mothers against decapentaplegic homolog 3 (Homo sapiens), P84022 | AID 630, 2007;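 active means compounds that reduce the energy-transfer binding signal between the protein and its labelled peptide by more than half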;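 further: 0% = Smad3 plus labelled peptide maximal FRET and 100% = peptide-only background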
# Target sequence (P84022 whole entry, looked up): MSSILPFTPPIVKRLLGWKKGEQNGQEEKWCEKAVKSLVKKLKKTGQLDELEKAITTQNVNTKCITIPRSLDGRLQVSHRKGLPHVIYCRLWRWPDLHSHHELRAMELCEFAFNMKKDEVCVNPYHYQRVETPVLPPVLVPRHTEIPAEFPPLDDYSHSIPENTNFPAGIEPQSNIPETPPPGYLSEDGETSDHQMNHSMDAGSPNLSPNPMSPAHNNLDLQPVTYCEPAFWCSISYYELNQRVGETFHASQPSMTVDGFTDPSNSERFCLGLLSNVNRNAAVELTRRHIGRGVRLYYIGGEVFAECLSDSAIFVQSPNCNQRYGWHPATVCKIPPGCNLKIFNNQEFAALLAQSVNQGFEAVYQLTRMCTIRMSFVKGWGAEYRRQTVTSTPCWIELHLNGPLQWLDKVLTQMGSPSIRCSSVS
# The depositor's hits bear a star.
SMILES,Smad3 inh
Cc1ccn2c(CCc3nnc4cc(C)ccn34)nnc2c1,-3.4
CN1CCN(Cc2nc3cccc4c3c([n+]2[O-])-c2ccccc2-4)CC1,6.3
CC(C)=N[C@H](C(=O)O)C(C)(C)S,19.9
CC(C)(CC(=O)Nc1ccccc1)C(=O)O,2.1
O=C(O)CCCCn1ccc(=O)[nH]c1=O,-6.9
NS(=O)(=O)c1ccc(N=Nc2cc3ccccc3c(C(=O)O)c2O)cc1,18.8
O=C(O)c1nnsc1-c1ccc(-c2snnc2C(=O)O)cc1,33.6
O=C(O)CCNc1ccccc1C(=O)O,1.4
Cc1[nH]n(-c2ccc(S(=O)(=O)O)cc2)c(=O)c1N=Nc1ccccc1,7.8
Cc1ccc(S(=O)(=O)OCC(=O)O)cc1,0.2
Oc1c(CN2CCOCC2)ccc(CN2CCOCC2)c1O,8.7
Clc1ccccc1C(Nc1cnccn1)Nc1cnccn1,34.7
O=C(O)c1cc(-c2ccc(-c3ccccc3)cc2)nc2cc3ccccc3cc12,9.9
COc1cc2nncc(SCc3ccc(Cl)c(Cl)c3)c2cc1OC,-16.4
Cc1c(O)c(Br)c(C)c(O)c1Br (tested in a mixture with another compound),94.0*
ON(CCc1ccncc1)Cc1ccccc1,8.1
CN(C)CN1C(=O)S/C(=C2\C(=O)N(CN(C)C)c3ccccc32)C1=O,14.9
Cc1cc(=O)oc2cc(O)c(CN(C)CC(=O)O)cc12,-12.4
CN(N=O)c1ccc(/C=C/c2ccnc3ccccc23)cc1,25.5
CC(C)NC[C@@H](O)c1ccc(O)c2ncccc12,18.9
NCC(=O)Nc1ccc(Cl)cc1C(=O)c1ccc[nH]1,7.2
Cc1cc2ncn(CC(=O)O)c2cc1C,15.4
CC1=C/C(=N\O)[C@H]([C@@H]2C=C(C)CC(C)(C)[C@H]2O)C(C)(C)C1,-6.7
O=C(O)c1ccc(SSc2ccc(C(=O)O)cn2)nc1,1.4
S=C(S)NCCN1CCNCC1,42.5
Oc1ccc(Cl)cc1Cc1cc(Cl)cc(Cc2cc(Cl)ccc2O)c1O,-7.5
CC1(C)N=C(N)N=C(N)N1CCCCc1ccccc1,9.3
Cc1nc(-c2ccccc2)c(Cc2ccccc2O)c(=O)[nH]1,-16.6
CS(=O)(=O)Nc1ccc(Nc2c3ccccc3nc3ccccc23)cc1,57.7*
Nc1nc(Cc2ccccc2)nc(Cc2ccccc2)c1-c1ccccc1,5.3
CC[C@@H]1CC(=O)N(SC[C@H](N)C(=O)O)C1=O,2.9
c1ccc2c(c1)C(=Nc1ccc(N=C3c4ccccc4-c4ccccc43)cc1)c1ccccc1-2,-4.6
Cn1ncc2c(NCCc3ccccc3)nc(Cl)nc21,-8.2
O=S(=O)(O)c1ccc2cc(N=Nc3cc(S(=O)(=O)O)c4cccnc4c3O)ccc2c1,-3.9
CC(C)(CCc1nc2ccccc2[nH]1)C(=O)O,-5.6
Nc1nc2c(c(=O)[nH]1)CN(c1ccc(S(N)(=O)=O)cc1)CN2,24.0

# Reprinted from the part before: 5 compounds, then new ones.
SMILES,Smad3 inh
c1ccc2c(c1)C(=Nc1ccc(N=C3c4ccccc4-c4ccccc43)cc1)c1ccccc1-2,-4.6
Cn1ncc2c(NCCc3ccccc3)nc(Cl)nc21,-8.2
O=S(=O)(O)c1ccc2cc(N=Nc3cc(S(=O)(=O)O)c4cccnc4c3O)ccc2c1,-3.9
CC(C)(CCc1nc2ccccc2[nH]1)C(=O)O,-5.6
Nc1nc2c(c(=O)[nH]1)CN(c1ccc(S(N)(=O)=O)cc1)CN2,24.0
Cc1cc(O)c(C(C)C)cc1CN1CCCCC1,17.8
O=C(O)CSc1n[nH]c(=O)[nH]c1=O,-18.7
CC(C)[C@H](Nc1ncnc2nc[nH]c12)C(=O)O,-0.7
Cc1ccc(C2=Nc3ccccc3S[C@@H](c3cccc([N+](=O)[O-])c3)C2)cc1,0.2
CN(C)S(=O)(=O)Nc1ccccn1,5.1
O=C(O)c1ccc(Nc2ccnc3cc(Cl)ccc23)cc1O,13.5
CC(C)CNc1nc2ncnc(N)c2[nH]1,15.9
CC1(C)OC[C@@H]2O[C@H](n3cnc4c(N)nc(Cl)nc43)[C@H](OS(C)(=O)=O)[C@H]2O1,36.6
NNC(=O)[C@@H](O)[C@H](O)C(=O)NN,-7.9
CN(C)Cc1cc(C(F)(F)F)ccc1C(O)(c1ccccc1)c1ccccc1,10.3
O=C(O)[C@@H](S)[C@H](S)C(=O)O,38.0
O=C(O)CCc1nc(-c2ccccc2)c(-c2ccccc2)o1,-39.3
NC(=O)CS(=O)C[C@H](N)C(=O)O (some centres not stated),23.4
O=C(O)CN(CCN(CC(=O)O)CC(=O)O)CC(=O)O.[Cu+2],22.8
O=C(O)CCC(=O)c1ccc(Cl)cc1,7.7
CN(C)S(=O)(=O)c1nc(Cl)c2[nH]cnc2n1,16.5
CC(C)(C)c1cc2c(O)c(c1)Cc1cc(C(C)(C)C)cc(c1O)Cc1cc(C(C)(C)C)cc(c1O)Cc1cc(C(C)(C)C)cc(c1O)Cc1cc(C(C)(C)C)cc(c1O)Cc1cc(C(C)(C)C)cc(c1O)Cc1cc(C(C)(C)C)cc(c1O)Cc1cc(C(C)(C)C)cc(c1O)C2,15.7
COc1ccc2c(c1)c1c(C)c3cnccc3c(C)c1n2CCCN,86.9*
CC(C)c1cc(C(F)(F)F)nc(NNc2nc(C(C)C)cc(C(F)(F)F)n2)n1,16.5
NC(=O)N[C@H](CC(=O)O)C(=O)O,0.7
CN(Cc1cc(C(C)(C)C)cc(Br)c1O)Cc1cc(C(C)(C)C)cc(Br)c1O,95.7*
c1ccc2cc(-c3cc(-c4cc(-c5ccc6ccccc6c5)on4)no3)ccc2c1,6.4
OCc1ccncc1.OCc1ccncc1.[Cl][Pt]([Cl])([Cl])[Cl],-1.2
Cc1ccccc1C(=N)c1ccccc1Cc1cccc2ccccc12,-5.0
O=C(O)c1ccccc1-c1ccccc1C(=O)c1ccccc1,4.1
NS(=O)(=O)c1ccc(N=Nc2c(O)c(C(=O)O)cc3ccccc23)cc1,22.3
CC(C)(C)OC(=O)[C@H]([C@@H]1N[C@@H](C(=O)O)C(C)(C)S1)N1C(=O)c2ccccc2C1=O,-6.6
Nc1ncnc2c1ncn2[C@H]1O[C@@H](CO)[C@H](O)[C@H]1N,-12.2
O=C1c2cccc(O)c2C(=O)c2c(O[C@@H]3O[C@H](CO)[C@@H](O)[C@H](O)[C@H]3O)cccc21,70.3*
C=CCNS(=O)(=O)c1ncnc2nc[nH]c12,-8.1
N=C(N)SCc1cc(Cl)cc(Cl)c1O,9.9
CN(C)CCCNc1cc(O)c2c(c1O)C(=O)c1ccccc1C2=O,12.0
C[C@@H]1C[C@H](C)CN(S(=O)(=O)c2cc(Cl)c(Oc3ccc([N+](=O)[O-])cc3Cl)c(Cl)c2)C1,11.9
C[C@H](NCCN(C)C)[C@@H]1CC[C@@H]2[C@H]3CCc4cc(O)ccc4[C@@H]3CC[C@]21C,-15.8
O=C(O)c1ccc(C(=O)Nc2cccc3ccccc23)c(C(=O)O)c1,17.3
O=C(c1ccccc1)[C@H](Nc1ccc2ccccc2c1)c1ccccc1,-0.9
CC(C)(C)CC(C)(C)c1cc(O)c(O)c(CN2CCCCC2)c1,92.5*
CC(C)CCC[C@@H](C)[C@@H]1CC[C@@H]2[C@H]3CC[C@H]4C[C@@H](N)CC[C@]4(C)[C@@H]3CC[C@]21C,-0.6
O=C(O)[C@@H](Cc1c[nH]c2ccccc12)C(=O)NO,5.5
c1ccc2c(c1)-c1nc3ccccc3cc1[C@@H]2N1CCOCC1,-8.6
O=C(O)C[C@@H](C(=O)O)C1c2ccccc2-c2ccccc21,6.5
CCON=C1C(C)(C)C(C)(C)C(C)(C)C1(C)C,-3.6
CN(C)CCCNc1ncnc2nc[nH]c12,9.2
N[C@@]1(C(=O)O)CCC[C@@H]1C(=O)O,7.2
CC1(C)CC(Nc2ccc(Nc3ccccc3)cc2)CC(C)(C)N1,24.5
CN(C)CCCc1c2ccccc2nc2ccc(Cl)cc12,2.0
C[C@@H](CCC[C@@H]1SC[C@H]2NC(=O)N[C@@H]12)C(=O)O,7.4
COc1cccc(CSCC(=O)O)c1,-0.9

# Some values from above.
# Reading for CN(C)CCCc1c2ccccc2nc2ccc(Cl)cc12 under Smad3 inh: 2.0
# Reading for N[C@@]1(C(=O)O)CCC[C@@H]1C(=O)O under Smad3 inh: 7.2
# Reading for CC(C)CCC[C@@H](C)[C@@H]1CC[C@@H]2[C@H]3CC[C@H]4C[C@@H](N)CC[C@]4(C)[C@@H]3CC[C@]21C under Smad3 inh: -0.6

# The list continues.
SMILES,Smad3 inh
Cn1c(=S)c2[nH]c(SCCCc3ccccc3)nc2n(C)c1=O,9.8
Cc1ccc(N2CCN(CCC(=O)O)CC2)cc1,-0.9
C[C@@]12CC[C@H]3c4ccc(OP(=O)(O)O)cc4CC[C@@H]3[C@H]1CCC2=O,-7.8
CC(C)/C(=N\[N+](C)(C)C)c1ccccc1,2.6
O=c1c[n+](CC[n+]2cc(=O)o[nH]2)[nH]o1,-4.5
O=c1[nH]c2[nH]c(=S)[nH]c(=S)c2[nH]1,67.7*
O=C(O)c1ccc(C(=O)c2ccccc2)c(C(=O)O)c1,1.7
O=C(O)CSSCC(=O)O,-14.9
S[C@@H]1CCCN(Cc2ccccc2)C1,56.4*
Cc1ccccc1S(=O)(=O)O[C@@H]1NS(=O)(=O)c2ccccc21,-1.0
O=C(O)c1cc(-c2ccncc2)nc2ccccc12,3.7
Nc1ccc(C(=O)C[C@H](N)C(=O)O)cc1O,2.7
CC(C)=CCc1c2c(c3occ(-c4ccc(O)c(O)c4)c(=O)c3c1O)C=CC(C)(C)O2,12.4
Cc1ccc(CSC(N)=Nc2ccccc2)cc1C,21.4
CCOC(=O)c1cnc(N(C)C)nc1SC(=N)N,16.3
NS(=O)(=O)c1ccc(NC2(C(=O)O)CCCC2)cc1,11.2
N[C@@H](CC1=CS(=O)(=O)c2ccc(Cl)cc21)C(=O)O,77.4*
O=C1CNCCCN2CCN(CCCNCC(=O)Nc3ccc(cc3)S(=O)(=O)c3ccc(cc3)NC(=O)CNCCCN3CCN(CCCNCC(=O)Nc4ccc(cc4)S(=O)(=O)c4ccc(cc4)N1)CC3)CC2,49.4
Cc1ncc(CO)c(CN)c1O,11.9
CO[C@@H]1/C=C\O[C@]2(C)Oc3c(C)c(O)c4c(O)c(c(CN5CCN(C)CC5)c(O)c4c3C2=O)NC(=O)C(C)=C/C=C\[C@@H](C)[C@@H](O)[C@H](C)[C@@H](O)[C@H](C)[C@H](OC(C)=O)[C@@H]1C,6.5
O=C1CCC(c2ccccc2)(c2ccccc2)CC1,-4.9
O=C(O)CSCCc1ccccc1,-16.3
CC(=O)Nc1nc(NC(C)=O)c2[nH]c(CO)nc2n1,9.9
O=S1(=O)N[C@H]2CC[C@H]3NS(=O)(=O)N[C@H]4CC[C@@H](N1)N4S(=O)(=O)N23,24.0

# Some of the entries so far, as labelled records.
> CC1=C/C(=N\O)[C@H]([C@@H]2C=C(C)CC(C)(C)[C@H]2O)C(C)(C)C1
  Smad3 inh = -6.7
> O=C(O)c1ccc(SSc2ccc(C(=O)O)cn2)nc1
  Smad3 inh = 1.4
> S=C(S)NCCN1CCNCC1
  Smad3 inh = 42.5

# Going on with the list.
SMILES,Smad3 inh
O=C(CON1C(=O)c2ccccc2C1=O)c1ccccc1,10.7
Cn1c(=O)c2[nH]c(N=NN3CCN(CCO)CC3)nc2n(C)c1=O,8.0
O=C1/C(=C/c2cccnc2)SC(=S)N1Cc1ccco1,-2.7
OC[C@H](CCc1c[nH]c2ccccc12)c1c[nH]c2ccccc12,3.7
O=C(O)[C@H]([C@H]1NCCS1)N1C(=O)c2ccccc2C1=O,0.7
O=C(Nc1nn[nH]n1)c1nc(-c2ccccc2)cc(=O)[nH]1,7.5
O=C1C(Cl)=C(Nc2ccc(S(=O)(=O)Nc3ccccn3)cc2)C(=O)c2ccccc21,99.3*
Cc1cc(-c2cc(C)c(O)c(C(C)(C)C)c2)cc(C(C)(C)C)c1O,63.4*
Clc1ccccc1-c1nc(-c2ccncc2)no1,-2.2
COC(=O)[C@H]1[C@@H]2C[C@H]3c4[nH]c5ccccc5c4CCN3C[C@H]2CC[C@@H]1O,-0.3
CC1(C)S[C@H]2[C@H](C(=O)O)N=C(Cc3ccccc3)N2[C@H]1C(=O)O,10.2
O=C(O)[C@@H]1CCc2ccc3ccccc3c2[C@H]1c1cccc2ccccc12,-9.1

# In another format: entries from further up
O=C1C(Cl)=C(Nc2ccc(S(=O)(=O)Nc3ccccn3)cc2)C(=O)c2ccccc21
  Smad3 inh: 99.3*

Cc1cc(-c2cc(C)c(O)c(C(C)(C)C)c2)cc(C(C)(C)C)c1O
  Smad3 inh: 63.4*

# Remaining list, next part:
SMILES,Smad3 inh
O=C(O)C1C(C(=O)O)C(C(=O)O)C1C(=O)O (configuration not stated),-16.9
Nc1nccc(Nc2ccc(S(N)(=O)=O)cc2)n1,3.6
Nc1nc(-c2ccc3ccccc3c2)cc(-c2cc(-c3ccc4ccccc4c3)nc(N)n2)n1,-2.4
O=C(O)c1ccc2c(c1C(=O)O)C(=O)OC2(c1ccc(O)cc1)c1ccc(O)cc1,77.9*
c1ccc(CCNc2ccccn2)nc1,-3.5
c1ccc2c(c1)-c1ccccc1C2N1CC2CCC(CC2)C1,-4.0
O=C1c2ccccc2C(=O)N1c1ccc(Cc2ccc(N3C(=O)c4ccccc4C3=O)cc2)cc1,9.9
CN(C)Cc1cc(Cl)c(O)c(CN(C)C)c1,-2.2
C/C(CC/C(C)=N/O)=N\O,15.6
Nc1nc2c(C(=O)NCc3cccs3)nnn2c2cccc(Cl)c12,4.0
Nc1nc(N)c(-c2cccc(C(F)(F)F)c2)c(Cc2cccc(C(F)(F)F)c2)n1,23.1
S=C1NCN2CCN(CC2)CNC(=S)C(=S)NCN2CCN(CC2)CNC1=S,11.2
Cc1[nH]c2ccccc2c1-c1cc(-c2cc(-c3c(C)[nH]c4ccccc34)on2)no1,3.3
COc1ccc(-c2nc(N)c3ncn([C@H]4O[C@H](CO)[C@@H](O)[C@@H]4O)c3n2)cc1,5.9

# Not all compounds are listed; the hit share may differ from the screen's.
